Screens (PubChem)
Myeloid diff MLP: myeloid differentiation induction. ER-HoxA9 myeloid progenitors, lysozyme-GFP differentiation, flow cytometry. calls only at 10 µM. 360,000 tested, 1% active;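 active means normalized GFP-positive differentiation at or above the plate's own cutoff, the solvent-only control mean plus 3 SD; inconclusive means no clear call, values can overlap the other calls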;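 further: cells exposed to compound for four days before flow analysis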
Myeloid diff MLP GFP+ MAC1+ %: further read-out of Myeloid diff MLP, marked with its call; GFP+ MAC1+ double positive, %; measured here: differentiation confirmed by MAC1 staining
Active calls of the source: *; i = inactive; ? = inconclusive; / = not tested or not shown.

The line under a structure holds: Myeloid diff MLP | Myeloid diff MLP GFP+ MAC1+ %
Cc1cccc(C)c1-n1nnnc1C1c2ccccc2C(=O)N1CCOc1ccccc1 (stereo not given)
  i | 0.8
Cn1c(SCC(=O)c2ccccc2)ncc(C(=O)Nc2ccccc2)c1=O
  i | 0.4
COc1cccc(-c2nc3nc(C)cc(C)n3c2Nc2c(C)cccc2C)c1
  i | 1.4
Cc1cccc(C)c1-n1nnnc1-c1nc2ccccc2[nH]c1=O
  i | 1.4
COCCNc1nc(NC(C)C)nc2ccsc12
  i | 1.1
CC[C@]12c3[nH]c4ccc(Cl)cc4c3CCN1C(=O)[C@@H](CC(=O)NC/C=C(\C)CCC=C(C)C)C[C@@H]2C(=O)N1CCN(C(=O)c2ccco2)CC1
  i | 0.6
CN(CC(=O)Nc1ccc(F)cc1)C(=O)Cc1ccsc1
  i | 0.1
CC(=O)Nc1ccc(-c2ccnc3c2CC(C)(C(=O)Nc2ccc(F)c(Cl)c2)O3)cc1 (stereo not given)
  i | 0.3
CNc1cccc(-c2ccc(C(=O)N3CCOCC3)cc2)n1
  i | 0.7
Cc1cccc(C)c1NC(=O)CN(C)CC(=O)c1c(N)n(Cc2ccccc2)c(=O)n(C)c1=O
  i | 0.4
C=CCCN(Cc1ccccc1)S(=O)(=O)c1cc(Br)ccc1Br
  i | 1.2
CSC[C@H]1CN(c2ccccc2)C(=O)[C@@H]1CC(=O)Nc1ccc(Br)cc1
  i | 2.1
CC(C)(C)OC(=O)C[C@H]1C/C=C\C[C@H](CC(=O)N[C@H](CO)Cc2ccccc2)C(=O)N[C@H](Cc2ccccc2)COC1=O
  i | 0.7
C#CCOCCOCCOCCNc1nc(N2CCN(C(=O)[C@H](CO)n3cc([C@@H](N)C(C)C)nn3)CC2)nc(N2CCN(C(=O)[C@H](CCC(=O)O)n3cc([C@@H](N)[C@H](C)CC)nn3)CC2)n1
  i | 1.0
O=C(CCCn1c(=O)oc2ccccc21)NNC(=O)COc1ccc(F)cc1
  i | 0.5
CCOC(=O)CCCCCC(=O)Nc1ccc2c(c1)CC(=O)N([C@@H](C)CO)C[C@H](C)[C@@H](CN(C)C(=O)Nc1ccc3c(c1)OCO3)O2
  i | 1.0
CC(C)CN1C(=O)C(=O)N(CC(=O)N(C)CC(=O)Nc2ccc(F)cc2)C1=O
  i | 1.2
COc1cccc(NC(=O)CN(C)C(=O)CNC(=O)c2ccc(Oc3ccccc3)cc2)c1
  i | 0.3
CC(C(=O)N(C)CC(=O)Nc1ccccc1C(F)(F)F)N1C(=O)c2ccccc2C1=O (stereo not given)
  i | 0.4
O=C(CCCNC(=O)c1ccc(Cl)cc1)Nc1cccc(S(=O)(=O)N2CCCCC2)c1
  i | 0.5

Retrieved by structure from the list above, two records:
The line under a structure holds: Myeloid diff MLP | Myeloid diff MLP GFP+ MAC1+ %
COc1cccc(-c2nc3nc(C)cc(C)n3c2Nc2c(C)cccc2C)c1
  i | 1.4
CC(C)(C)OC(=O)C[C@H]1C/C=C\C[C@H](CC(=O)N[C@H](CO)Cc2ccccc2)C(=O)N[C@H](Cc2ccccc2)COC1=O
  i | 0.7

Continuation.
The line under a structure holds: Myeloid diff MLP | Myeloid diff MLP GFP+ MAC1+ %
COc1ccc(Cl)c(-c2cc(C(=O)NCc3ccco3)[nH]n2)c1
  i | 0.2
CCc1nc2c(OCc3ccc(C(F)(F)F)cc3)cccn2c1N(C)C(=O)CC(C)C
  i | 2.1
COC(=O)[C@]12CCCCC=C1N(Cc1cccc3ccccc13)C(=O)[C@H](CC(=O)NCC1CCCCC1)C2
  i | 0.6
COc1ccccc1C(=O)NCCC(=O)NNC(=O)c1ccccc1O
  i | 0.7
COc1ccc(C(C(=O)c2ccccc2)c2ccccc2)cc1 (stereo not given)
  i | 1.5
COc1cc(Cl)c(C)cc1NC(=O)c1ccccc1-n1cnnn1
  i | 1.5
Cc1noc(C)c1C(=O)N1CCC1(C)C(=O)NS(=O)(=O)Cc1cccc(Cl)c1 (stereo not given)
  i | 0.7
CC(C)Cn1c(N)c(C(=O)CSc2nnnn2-c2ccc(Cl)cc2)c(=O)n(C)c1=O
  i | 0.2
CCOc1ncccc1C(=O)OCC(=O)NCc1cccs1
  i | 2.2
O=C(OCCOc1ccccc1)c1cccc(S(=O)(=O)N2CCOCC2)c1
  i | 1.1
Nc1cc(=O)[nH]c2ncnn12
  ? | /
CC(=O)c1ccc([N+](=O)[O-])cc1
  i | 0.9
CCc1nc2ccc(C(=O)N(CC)CCN(C)C)cn2c1N(CC)C(=O)NCCc1ccccc1
  i | 1.0
CN(C)C1=NCCN1CCc1ccccc1
  i | 2.6
Cc1ccc(S(=O)(=O)N2C[C@H]3C(=O)C[C@@H](c4ccc(Cl)cc4)N(S(=O)(=O)c4ccccc4C)[C@H]3C[C@H]2c2cccc(Cl)c2)cc1
  i | 0.4
O=C(C1CCCCC1)N1C[C@@H](n2cc(-c3ccc(F)cc3)nn2)[C@H](O)C[C@@H]1c1ccc(Cl)cc1
  i | 0.8
CN(C(=O)c1ccc(NC(=O)C2CCCN(C(=O)OC(C)(C)C)C2)cc1)C1CCCCC1 (stereo not given)
  i | 1.8
Cc1ccc2nc(C(C)(C)C)c(Cc3ccccc3C(F)(F)F)n2c1
  i | 0.9
O=C(CSc1nc(=O)n(Cc2ccccn2)c2c1CCC2)Nc1ccc(F)cc1F
  i | 0.9
O=[N+]([O-])/C=C\c1ccc(N2CCOCC2)cc1
  i | 0.2
OC(c1ccc(F)cc1)c1nc(-c2cccc(F)c2)cs1 (stereo not given)
  i | 2.5
CCN(C(=O)COC(=O)c1cc(=O)[nH]c2ccccc12)c1c(N)n(Cc2ccccc2)c(=O)[nH]c1=O
  i | 0.6
CN(C)CC(=O)N[C@@H]1C=C[C@@H](CC(=O)NCCN2CCCCC2)O[C@@H]1CO
  i | 2.0
CC1C(=O)N(Cc2cn(CCC3OCCO3)nn2)CCS(=O)(=O)N1Cc1ccc(-c2cccc(CO)c2)cc1 (stereo not given)
  i | 1.3
O=c1c2ccccc2oc2ccc(C#CC3(O)CCCCC3)cc12
  i | 1.4
COc1ccc(/C(C)=N/Nc2nccnc2Cl)cc1
  i | 0.1
CN1CCN(c2ccc(-c3cccc4nccn34)cn2)CC1
  i | 0.9
Cc1noc(C)c1S(=O)(=O)NC(=O)C1(C)CCN1C(=O)Cc1ccc(-c2ccccc2)cc1 (stereo not given)
  i | 0.4
Nc1ncnc2nn(C3OC(CO)C(O)C3O)nc12 (stereo not given)
  i | 1.3
O=C(CCc1nc2ccccc2c(=O)[nH]1)N1CCN(S(=O)(=O)c2cc(Cl)ccc2Cl)CC1
  i | 0.2
CCN1C(=O)[C@H]2[C@@H](c3ccc(-c4ccccc4)cc3)N[C@@](Cc3ccccc3)(C(=O)OC)[C@H]2C1=O
  i | 2.4
C#CCN(C[C@@H]1[C@@H](OC(=O)NCCCCCC)[C@@H](OC(=O)NCCCCCC)Cn2c(=O)ccc(=O)n21)S(=O)(=O)c1ccc(C)cc1
  ? | /
CC(C)(C)c1ccc(NC(=O)CON=C(N)c2ccccc2)cc1
  i | 0.9
CCN(CC(=O)Nc1cc(Cl)ccc1C)C(=O)c1ccc(N2CCCC2=O)cc1
  i | 0.5
CC(Sc1nnnn1-c1cccc(F)c1)C(=O)NC1CCCC1 (stereo not given)
  i | 1.3
O=C(NCc1cccs1)c1ccc(Cl)c(S(=O)(=O)N2CCOCC2)c1
  i | 0.9
CCCc1cc(=O)[nH]c(SCC(=O)N2CCCCCC2)n1
  i | 0.2
COC(=O)[C@]12CCCCC=C1N(CCC1=CCCCC1)C(=O)[C@H](CC(=O)N1CCC(c3ccccc3)CC1)C2
  i | 1.4
CC12CCC(=O)N1C(C(=O)Nc1cc(C(F)(F)F)ccc1N1CCCCC1)CS2 (stereo not given)
  i | 0.5
COc1ccc(NC(=O)COc2coc(CN3CCc4ccccc4C3)cc2=O)cc1
  i | 0.8

Complete entries, quoted from the list:
Record of COC(=O)[C@]12CCCCC=C1N(CCC1=CCCCC1)C(=O)[C@H](CC(=O)N1CCC(c3ccccc3)CC1)C2 → Myeloid diff MLP = i; Myeloid diff MLP GFP+ MAC1+ % = 1.4
Record of CC(Sc1nnnn1-c1cccc(F)c1)C(=O)NC1CCCC1 (stereo not given) → Myeloid diff MLP = i; Myeloid diff MLP GFP+ MAC1+ % = 1.3
Record of CCCc1cc(=O)[nH]c(SCC(=O)N2CCCCCC2)n1 → Myeloid diff MLP = i; Myeloid diff MLP GFP+ MAC1+ % = 0.2

Next part
The line under a structure holds: Myeloid diff MLP | Myeloid diff MLP GFP+ MAC1+ %
C[C@@H](NC(=O)c1ncn2c1c(=O)[nH]c1cccnc12)c1ccccc1
  i | 2.9
Cc1ccccc1N=C1SCCN1C(=O)CN1C(=O)NC2(CCCC2)C1=O
  i | 0.6
COc1cccc(-c2ccc3nnc(SCC(=O)N4CCCC4)n3n2)c1
  i | 0.8
CCc1sc(C(=O)Nc2nc(-c3ccccn3)cs2)cc1C
  i | 1.0
O=C(NC1=NCCS1)C1CCN(S(=O)(=O)c2cc([N+](=O)[O-])ccc2Cl)CC1
  i | 1.2
O=C(Nc1cccc(C(F)(F)F)c1)Nc1nnc([C@H]2C[C@H](O)[C@@H](CO)O2)s1
  i | 1.0
CC1CC(C)CN(C(=O)c2cccc(N3C(=O)c4ccccc4C3=O)c2)C1 (stereo not given)
  i | 0.5
CCCN1CCN(S(=O)(=O)c2ccc3c(c2)CCC(=O)N3)CC1
  i | 0.6
COc1cccc(-c2nc3nc(C)cc(C)n3c2NCc2ccccc2)c1
  i | 1.2
COC(=O)C1=CN(c2ccc(N3CCOCC3)cc2)C(N)=C(C#N)C1c1ccc(-c2ccccc2)cc1 (stereo not given)
  i | 3.8
CCNC(=O)COC(=O)C1CCN(S(=O)(=O)c2ccc3c(c2)OCCO3)CC1
  i | 0.4
COCCN(C(=O)COC(=O)CSc1ccc(Cl)cc1)c1c(N)n(CC(C)C)c(=O)[nH]c1=O
  i | 0.6
C[C@@H]1CN([C@@H](C)CO)C(=O)CCCn2nncc2CO[C@@H]1CN(C)C(=O)c1ccc2ccn(C)c2c1
  i | 0.7
Cc1nc(SCC(=O)N2CCN(C(=O)c3cccs3)CC2)c2c(C)c(C)sc2n1
  i | 0.8
COc1ccc(Cc2nc3ccc(C(=O)NCCSC)cc3o2)cc1
  i | 0.2
O=C(NCc1ccccc1)C(c1cccc2ccccc12)n1c(=O)c(-c2cc3ccccc3[nH]2)nc2ccccc21 (stereo not given)
  i | 5.3
COc1ccc(S(=O)(=O)Nc2cccc3c2O[C@H](CN(C)S(=O)(=O)c2ccc(OC)cc2)[C@@H](C)CN([C@H](C)CO)C3=O)cc1
  i | 2.0
CN(C)C(=O)c1ccc(NC(=O)COC(=O)CC23CC4CC(CC(Br)(C4)C2)C3)cc1
  i | 0.9
CC1=C(C/C=C(\C)CCC[C@H](C)CCC[C@H](C)CCCC(C)C)C(=O)c2ccccc2C1=O
  i | 2.6
O=C(N/N=C/c1cc(Br)cc(Cl)c1O)c1ccc2c(c1)OCO2
  i | 0.6
COc1ccc(S(=O)(=O)N2CCCCC2c2cc(C(=O)N3CCOCC3)no2)cc1 (stereo not given)
  i | 0.5
CCCCN1C(=O)C(CC(=O)NCc2cccs2)CC(C(=O)N2CCCCCC2)=C1C (stereo not given)
  i | 0.4
CCOc1ccc(Oc2ccccc2NS(=O)(=O)c2ccc(CCC(=O)O)cc2)cc1
  i | 0.4
COc1ccc(CCc2ccc3ccccc3n2)cc1
  i | 1.6
CCCc1ccc(S(=O)(=O)N2CCN(C(C)C(=O)NCc3ccccc3)CC2)cc1 (stereo not given)
  i | 0.5
Cc1nnc(SCC(=O)NNC(=O)c2ccccc2)n1Cc1ccccc1
  i | 0.8
O=C(NC1CCCC1)C1C(c2ccc(C(F)(F)F)cc2)=Nc2ccccc2N1C(=O)c1cccc(C(F)(F)F)c1 (stereo not given)
  i | 2.3
CC(C)Oc1cc(F)ccc1-c1cc(C(=O)Nc2ccc(F)cc2)[nH]n1
  i | 0.4
CC(C)CN(C(=O)COC(=O)CCC(=O)c1ccc(F)cc1)c1c(N)n(Cc2ccccc2)c(=O)[nH]c1=O
  i | 1.0
O=S1(=O)CC(N2CCC(Cc3ccccc3)CC2)CN1Cc1ccccc1 (stereo not given)
  i | 1.3
CN(CC(=O)Nc1ccc(F)c(F)c1F)C(=O)C1CCCO1 (stereo not given)
  i | 1.4
CC(C)(CCC(=S)N1CCOCC1)c1ccccc1
  i | 0.6
CC(C)n1ncc2c(C(=O)Nc3ccc(CC#N)cc3)cc(C3CC3)nc21
  i | 1.1
O=S(=O)(O)c1cnccc1Nc1cccc(C(F)(F)F)c1
  i | 0.5
O=C(CCNS(=O)(=O)c1ccc(F)c(F)c1)NCCN1CCOCC1
  i | 0.1
CCOC(=O)CC1C(=O)NCCN1C(=S)NC(=O)c1ccc(C)c(Br)c1 (stereo not given)
  i | 0.5
CC1(c2nc3ccccc3[nH]2)CCCC2=Nc3ccccc3CN21 (stereo not given)
  i | 1.1
COCCN1CCC(CO)C1 (stereo not given)
  i | 0.8
CC1(Cc2ccc(Cl)cc2)C(=O)Nc2ccc(-c3ccc(F)c(Cl)c3)cc21 (stereo not given)
  i | 1.2
Oc1ccc(CN2CCN(Cc3ccccc3)CC2)c2cccnc12
  i | 2.2
CCN1CCN(S(=O)(=O)c2ccc(Cl)c(C(=O)N(C)Cc3ccccc3)c2)CC1
  i | 1.0
COCCCNC1=C(C#N)C(=O)NC(c2cccs2)S1 (stereo not given)
  i | 0.6
Cc1ncc(C[n+]2ccc(C)c(C)c2)c(N)n1
  i | 1.3
CCOC(=O)C1=CCN(S(=O)(=O)c2ccccc2C)C1c1ccc(Cl)cc1 (stereo not given)
  i | 1.4

Not all compounds are listed (hit frequency here may not be typical).
